CaV13 FRET inh: Disruptors of the CACNA1D IQ motif to Ca2+-dependent inactivation inhibitor domain association, primary screening, Förster resonance energy transfer in intact living … | AID 743397 | 340,000 tested, 0.098% active | inhibition, % at 12.3 µM | HEK cells, CFP/YFP FRET ICDI-IQ, plate reader, 10 min; percent FRET-ratio fall versus neutral wells;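 active = mean replicate inhibition of at least 30% and at least 1% of replicates passing that level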;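 also: 0% = median of the neutral control wells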
Glyco luc inh: blocks N-linked glycosylation in D54 reporter cells; D54 ERlucT glycosylation luciferase reporter, 24 h; percent of 100 nM tunicamycin response; reporter increase, % at 12.5 µM; 360,000 tested, 0.23% active;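 active = mean luciferase reporter signal, scaled so untreated is 0 and the glycosylation-blocking control 100, at or above a set limit in every replicate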;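 also: luciferase carries N-glycosylation sites so blocking glycosylation raises the light; 0% = median of neutral control wells and 100% = median of 100 nM tunicamycin wells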
Vif imaging: inhibitors of HIV Vif; HEK293T cells, Vif self-association by quenched fluorescence, imaging, 24 h; inhibition, % at 7.49 µM; 340,000 tested, 0.35% active; in the data active = inhibition above about 50%, passing the limit was not always enough; also: some results filed as inactive read as strong as hits
MC4R antag cAMP: antagonists of human melanocortin 4 receptor (MC4R); P32245; MC4R-expressing cells, MTII-stimulated cAMP, LANCE TR-FRET; inhibition, % at 6.5 µM; 360,000 tested, 0.48% active; AID 540295;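 active = inhibition above its plate's cutoff, the mean of tested wells on that plate plus 3 SD, cut at about 29% in these data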;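 also: 0% = Melanotan II alone and 100% = Melanotan II plus saturating MCL0020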
Target sequence (P32245 whole entry, looked up): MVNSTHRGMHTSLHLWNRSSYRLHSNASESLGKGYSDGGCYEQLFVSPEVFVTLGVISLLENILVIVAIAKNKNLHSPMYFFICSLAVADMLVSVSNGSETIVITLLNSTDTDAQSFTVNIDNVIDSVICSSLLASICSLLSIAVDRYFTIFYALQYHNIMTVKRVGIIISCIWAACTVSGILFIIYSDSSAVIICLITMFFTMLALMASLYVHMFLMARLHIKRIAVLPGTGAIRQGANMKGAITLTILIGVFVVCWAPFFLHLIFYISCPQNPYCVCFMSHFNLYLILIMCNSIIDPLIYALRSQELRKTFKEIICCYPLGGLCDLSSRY
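System – human MC4R-expressing U2OS cells · Also added – Melanotan II · Dosing – one concentration, 6.5 µM nominal · Timing – 30-min compound, 1-h challenge, 1-h detection, room temperature · Measured by – Eu-cAMP/anti-cAMP TR-FRET, emission 671 nm · Replicates – singlicate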
aDG glyco up: increases alpha dystroglycan glycosylation; Pro5-aDG cells, alpha-DG glycosylation AlphaScreen (IIH6); 0% Pro5, 100% B10-LARGE cell signal; activation, % at 10 µM; 360,000 tested, 0.22% active;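 active = activation of at least 8% versus controls, or a plate z-score of at least 8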;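 also: Pro5 are CHO cells carrying HIG-tagged alpha-DG that lacks glycosylation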
PDI turbidity: blocks human protein disulfide isomerase activity | P07237 | PDI insulin aggregation turbidity, A650, 90 min | inhibition, % at 10 µM | 350,000 tested, 0.052% active;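 active = mean inhibition across replicates of 30% or more, whatever share of single replicates reach that level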;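 also: absorbance from insulin aggregation driven by PDI reduction with DTT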
Target sequence (P07237 whole entry, looked up): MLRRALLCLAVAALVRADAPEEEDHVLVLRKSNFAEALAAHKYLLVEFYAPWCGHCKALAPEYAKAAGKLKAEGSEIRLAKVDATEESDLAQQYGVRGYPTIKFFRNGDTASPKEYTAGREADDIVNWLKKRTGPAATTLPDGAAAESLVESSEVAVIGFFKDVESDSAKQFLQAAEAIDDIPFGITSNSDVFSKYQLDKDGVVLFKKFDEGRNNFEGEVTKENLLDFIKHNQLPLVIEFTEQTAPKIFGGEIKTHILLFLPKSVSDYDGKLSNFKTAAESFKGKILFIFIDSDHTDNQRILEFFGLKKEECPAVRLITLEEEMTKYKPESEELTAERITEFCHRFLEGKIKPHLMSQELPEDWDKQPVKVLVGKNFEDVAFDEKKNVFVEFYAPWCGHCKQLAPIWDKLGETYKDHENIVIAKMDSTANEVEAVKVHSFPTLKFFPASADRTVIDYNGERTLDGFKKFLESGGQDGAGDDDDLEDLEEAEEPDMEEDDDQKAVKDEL
MC4R barr agon: agonists of human melanocortin 4 receptor (MC4R) beta-arrestin. U2OS MC4R beta-arrestin complementation, luminescence; percent of melanotan II response, DMSO zero. 360,000 tested, 0.98% active. P32245. activation, % at 8.9 µM;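 active = activation above a per-plate cutoff, the mean activation of sample wells on that plate plus 3 SD, cut at about 8% in these data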
HTR2A ag: agonists of mouse serotonin 5-HT2A receptor (HTR2A); 360,000 tested, 0.66% active; CHO-K1 mHTR2A beta-arrestin complementation, luminescence; percent of 30 µM serotonin response; activation, % at 7.6 µM;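 active = activation above a run cutoff, the mean activation of all tested compounds plus 3 SD, cut at about 14% in these data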;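 also: 0% = plate median of compound wells and 100% = 30 µM serotonin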
ABCB6 inh MLPCN: blocks the human ABCB6 transporter; K562-ABCB6 porphyrin accumulation, flow cytometry, 1 h; hits give low values; Q9NP58; 360,000 tested, 0.19% active; fluorescence ratio to DMSO, % at 10 µM;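 active = fluorescence ratio to DMSO below 75%, the collection mean minus 3 SD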;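 also: signal is porphyrin accumulated inside mitochondria; 100% equals median channel fluorescence of DMSO control wells; lower ratio means ABCB6 inhibition with less porphyrin fluorescence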
H9c2 protect: protects H9c2 cardiomyocytes from peroxide injury. H2O2 injury protection, ATPLite, 2 h. protection from H2O2 cell death, % at 20 µM. 360,000 tested, 0.63% active. AID 588492;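 active = compounds giving at least 50% protection of heart cells from peroxide-induced death in the single-dose screen, raw or plate-pattern-corrected value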;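 also: 0% = DMSO wells with peroxide and 100% = DMSO wells without peroxide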
The depositor's hits bear a star; . = no result given. Some of the compounds tested; the hit share may differ from the screen's.

SMILES	H9c2 protect	ABCB6 inh MLPCN	HTR2A ag	MC4R barr agon	Vif imaging	Glyco luc inh	PDI turbidity	MC4R antag cAMP	CaV13 FRET inh	aDG glyco up
CC(C)C(=O)N1CCN(CCN=Cc2c(O)n(C)c(=O)n(C)c2=O)CC1	12	100	11	-1.7	6	0	-7	3	-7	0.4
O=C(NC(Cc1ccccc1)C(=O)N1CCC2(CC1)OCCO2)C1CCCCC1 (centres undefined)	14	96	-5	-2.6	3	3	-4	0	-3	0.7
CC(=O)N(C1=NCCCS1)c1ccc(Cl)cc1	-6	105	2	-2.8	5	2	-2	7	-11	0.7
CNc1ccc2nc3ccccc3[n+](C)c2c1	-16	143	-8	-3.0	-5	-16	10	-60	-3	2.7*
c1ccc(C2(NC3=NCCO3)CCCCC2)cc1	-2	97	2	1.9	.	-4	4	8	-10	-0.1
CCOc1ccc(NC2=NCCCS2)cc1	-3	98	3	-2.0	10	1	-4	4	-5	0.2
Cc1ccc(N=Cc2c(O)n(-c3ccc(C)cc3)c(=O)[nH]c2=O)cc1	4	97	6	0.5	-4	2	-5	11	-10	0.0
O=c1[nH]c(=O)n(-c2cccc(Cl)c2)c(O)c1/C=N/c1ccccn1	2	195	3	-0.3	.	0	-15	4	-1	0.0
COc1ccc(C(CC(=O)N2CCC3(CC2)OCCO3)NS(=O)(=O)c2ccc(C)cc2)cc1 (centres undefined)	5	102	5	-2.0	-2	-2	-6	-4	-3	-0.2
Cc1ccnc(-n2c(-c3ccccc3)nc3ccccc3c2=O)c1	7	96	-4	-4.1	-2	1	-2	9	-8	0.1
CCCCn1nc(C)c(C(=O)O)c1Cl	1	99	-1	1.0	4	0	10	-3	-4	-0.2
CC(=O)c1ccc(NC(=O)N2C[C@H]3C[C@@H](C2)c2cccc(=O)n2C3)cc1	0	96	1	-2.0	-5	2	.	-6	.	0.1
COc1ccc(CN2CCN(C(=O)Cc3ccccc3)CC2)cc1Br	2	97	1	-1.2	-5	-3	-6	7	-5	0.1
O=C(Cc1ccccc1)OCc1ccccc1	-3	102	-3	1.3	-1	-1	.	2	.	0.0
CC(C)C[C@H]1C(=O)N2CCC[C@H]2[C@]2(O)O[C@](NC(=O)[C@@H]3C=C4c5cccc6[nH]cc(c56)C[C@H]4N(C)C3)(C(C)C)C(=O)N12	2	143	49*	1.2	-5	4	-6	-11	.	0.7
COc1ccc(CCNCc2ccc(C)s2)cc1OC	5	97	16*	-1.1	12	-1	-7	3	-2	-0.1
COc1ccc(C(=O)C2CCCN(Cc3ccc(C)s3)C2)c(OC)c1 (centres undefined)	3	93	-7	-0.7	-1	-4	1	19	-2	0.0
Oc1ccc(CCNCc2cc3c(cc2Br)OCO3)cc1	2	101	-6	-0.8	7	2	3	4	-5	0.8
O=C(c1ccc2c(c1)OCO2)C1CCCN(Cc2ccc(F)c(F)c2)C1 (centres undefined)	-2	100	-10	1.8	-13	-1	-6	9	-4	0.2
NC1(C(=O)O)CCCc2ccc(N(CCCl)CCCl)cc21 (centres undefined)	6	101	-1	-2.9	22	-3	-1	5	-10	-0.1

(further entries)
SMILES	H9c2 protect	ABCB6 inh MLPCN	HTR2A ag	MC4R barr agon	Vif imaging	Glyco luc inh	PDI turbidity	MC4R antag cAMP	CaV13 FRET inh	aDG glyco up
CCc1ccc(-n2c(O)c(/C=N/NC(=O)c3ccncc3)c(=O)[nH]c2=O)cc1	5	98	-1	-2.3	2	2	-4	1	-18	-0.2
O=C(Nc1ccc(F)cc1F)c1cccn(Cc2ccccc2)c1=O	-3	103	-3	-1.1	-19	-2	10	18	-7	0.0
CCC(CC)N1CCN(C(=O)Cc2ccccc2)CC1	3	97	1	0.2	2	-1	-1	2	-8	0.2
CN(C(=O)Oc1cccc2cccnc12)c1ccccc1	0	98	0	-0.5	-3	-2	-2	-4	-7	0.1
COC(=O)C1=C(c2ccc(F)cc2OCc2ccccc2)C[C@@H]2CC[C@H]1N2C(=O)NCc1cccc(OC)c1	9	98	-7	0.9	-3	-3	-4	14	-5	0.2
O=C(Cc1ccc(Br)cc1)N1CCN(Cc2ccccc2)CC1	-1	87	21*	-0.3	-6	-3	-3	7	-1	-0.1
CNC(=O)NC(O)C(Cl)(Cl)Cl (centres undefined)	1	98	7	-3.1	-5	-1	1	-1	-3	0.3
COc1ccc(CC2C(=O)N(c3ccccc3)C(=O)N(c3ccccc3)C2=O)c(OC)c1	5	101	2	-1.3	5	4	-1	3	-4	-0.1
CC(NCc1ccc(Cl)cc1Cl)C(O)c1ccccc1 (centres undefined)	-7	97	-2	2.5	-7	-1	9	-4	-9	0.4
C[C@@H]1CN([C@H](C)CO)C(=O)c2c(c3ccccc3n2C)-c2ccccc2CO[C@H]1CN(C)Cc1ccc2c(c1)OCCN2C	5	97	-2	0.3	2	3	10	3	-3	-0.1
COC(=O)CN(CCCl)P1(=O)OCCCN1CCCl (centres undefined)	.	99	2	.	.	.	.	.	-11	-0.2
Nc1ccccc1C(=O)OCCOc1ccccc1	-17	203	-4	-1.4	.	-12	-8	1	-1	0.0
CCC(C)C1NC(=O)C2CCCN2C(=O)C(CC(C)C)OC(=O)CCNC(=O)C(C)N(C)C(=O)C(C(C)C)N(C)C1=O (centres undefined)	26	91	4	-1.6	-13	-8	-3	5	-7	0.2
Cc1ccc2c(C)cccc2c1	3	100	-1	1.6	-6	1	.	15	.	0.0
C=C(Cl)CSC(=S)N(CC)CC	1	99	-2	2.6	-4	-1	.	5	.	0.0
CCOC(=O)C1(c2ccccc2)CCN(CCc2ccc(NC(=O)CCC(=O)O)cc2)CC1	5	99	1	-0.7	-4	1	-6	1	-8	0.0
CN1C2CCC1C(C(=O)O)C(O)C2 (centres undefined)	1	97	5	0.3	1	0	0	3	.	0.1
COc1ccn(C)c(=O)c1C#N	1	96	-1	-0.8	-4	2	.	-1	.	-0.2
C[N+]1([O-])[C@@H]2CC(OC(=O)[C@H](CO)c3ccccc3)C[C@H]1[C@@H]1O[C@@H]12 (some centres undefined)	3	102	-1	-1.3	-3	1	5	4	-4	0.1
CCOP(=O)(OCC)c1ccc(O)cc1	5	107	-2	-2.2	-24	-1	0	8	8	0.3

(list continues)
SMILES	H9c2 protect	ABCB6 inh MLPCN	HTR2A ag	MC4R barr agon	Vif imaging	Glyco luc inh	PDI turbidity	MC4R antag cAMP	CaV13 FRET inh	aDG glyco up
c1ccc(C[n+]2ccccc2)cc1	2	97	9	-1.5	3	1	-1	6	-5	-0.1
CC(=O)c1ccc(OC(=O)N(C)c2ccccc2)cc1	5	96	-7	-2.9	0	1	-1	2	-3	-0.2
CC(=O)Nc1ccccc1OC(=O)N(C)C	1	92	4	-0.1	-2	-1	-5	-4	-5	-0.2
CC(Cc1ccccc1)N1C(=O)c2ccccc2C1=O (centres undefined)	8	101	4	-0.6	-4	0	-11	4	-20	-0.1
Cc1c(N=Cc2c(O)n(C)c(=O)[nH]c2=O)c(=O)n(-c2ccccc2)n1C	7	96	0	0.0	-1	2	8	7	-20	0.0
CC(C)C(=O)c1cn(Cc2ccccc2C#N)c2ccccc12	-5	104	5	0.3	-20	-2	-11	13	.	0.2
CCn1c(P(C)(=O)O)nc2ccccc21	5	99	-2	-2.2	-3	3	0	11	-3	-0.1
Cc1nc2ccccc2c(=O)n1-c1ccc(-c2ccccc2)cc1	5	101	-10	0.0	-5	2	6	18	-4	0.0
CN(C)CC#CCC(O)(c1ccccc1)C1CCCC1 (centres undefined)	-1	96	-2	-2.6	4	-4	6	2	-5	0.2
N#Cc1ccccc1Cn1cc(C(=O)c2ccccc2F)c2ccccc21	-7	95	-9	-0.7	-6	-2	-27	6	-7	0.7
CCN1CCN(c2cc(=O)n3ccccc3n2)CC1	39	106	7	2.8	-4	0	6	10	-4	0.0
CCN[C@@H](C)Cc1cccc(C(F)(F)F)c1	-1	95	5	-0.2	-5	-3	4	1	.	0.2
OC(c1ccccc1)(c1ccc(Cl)cc1)C1CN2CCC1CC2 (centres undefined)	2	91	-8	-0.4	-6	7	-3	8	-4	0.5
CC(C)=CCc1c(O)cc2c(c1O)C(=O)CC(c1ccc(O)cc1)O2 (centres undefined)	-9	98	3	1.3	-19	-4	.	12	.	-0.2
O[C@@H]1CCCC[C@H]1N1CCC(c2ccccc2)CC1	10	90	-4	0.1	0	2	7	3	-4	-0.2
O=c1c2ccccc2nc(-c2ccc([N+](=O)[O-])cc2)n1-c1ccccc1	-7	98	-1	-3.4	5	1	0	12	-5	-0.3
Cn1c(=O)cc(OCCCC(=O)N2CCC3(CC2)OCCO3)c2ccccc21	8	98	1	-1.9	.	.	-8	-3	-4	-0.3
CCCCC(CC)COCCCN=Cc1c(O)[nH]c(=S)[nH]c1=O (centres undefined)	-8	100	2	1.7	-8	0	0	20	-17	0.1
CCCC1(CCC)C(=O)NC(=NCc2ccccc2)NC1=O	6	98	2	-0.4	8	-1	-3	19	-6	0.1
NS(=O)(=O)c1ccc(N2CCNCC2)cc1	9	92	-1	-1.9	15	3	0	3	-3	0.0

Screens from PubChem.
